Screening data as filed in PubChem BioAssay.
CHO-K1 Ca ag – M1 agonist counterscreen hit in parental CHO-K1 cells; Fluo-8 calcium fluorescence; scaled to maximal ATP response, vehicle zero; activation, % at 3 µM; actives 0.48% (n = 360,000); AID 602248; in the data active = activation above about 15%;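 note: untransfected CHO-K1 host cells lacking M1 receptor as counterscreen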
TAAR1 agonist – agonists of human TAAR1. actives 0.99% (n = 360,000). AID 624467. activation, % at 3 µM. CHO RD-HGA16 TAAR1, Fluo-8 calcium fluorescence; vehicle wells 0%, saturating PEA agonist 100%;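 active = activation above the mean activation of all test compounds in the run plus 3 SD, cut at about 38% in these data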
Target sequence (Q96RJ0 whole entry, looked up): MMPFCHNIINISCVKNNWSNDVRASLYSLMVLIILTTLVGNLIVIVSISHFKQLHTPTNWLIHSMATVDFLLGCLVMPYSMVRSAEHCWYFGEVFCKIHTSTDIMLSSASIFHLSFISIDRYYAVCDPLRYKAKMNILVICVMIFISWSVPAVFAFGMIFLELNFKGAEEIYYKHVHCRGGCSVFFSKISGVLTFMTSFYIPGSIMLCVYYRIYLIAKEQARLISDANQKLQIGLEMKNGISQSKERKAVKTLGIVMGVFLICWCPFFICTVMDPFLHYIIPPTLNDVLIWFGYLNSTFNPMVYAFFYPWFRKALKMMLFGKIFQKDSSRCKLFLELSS
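test system = CHO RD-HGA16 cells carrying human TAAR1 plus Gα16 | schedule = 17-24 h seeding, 75 min 37 °C dye, 30 min RT | compound dosing = 3 µM single concentration | control set = DMSO and PEA EC100 | replicates = n 1 | signal = Fluo-8 fluorescence, 5 s baseline then 140 s kinetic read | measure = percent activation vs PEA EC100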
CHRM1 PAM – positive allosteric modulators of human M1 muscarinic receptor; activation, % at 3 µM; P11229; CHO-K1 hM1, Fluo-8 calcium fluorescence, ACh EC20; 0% = ACh EC20, 100% = maximal ACh; actives 0.088% (n = 360,000); AID 588819; in the data active = activation above about 19%, passing the limit was not always enough
Target sequence (P11229 whole entry, looked up): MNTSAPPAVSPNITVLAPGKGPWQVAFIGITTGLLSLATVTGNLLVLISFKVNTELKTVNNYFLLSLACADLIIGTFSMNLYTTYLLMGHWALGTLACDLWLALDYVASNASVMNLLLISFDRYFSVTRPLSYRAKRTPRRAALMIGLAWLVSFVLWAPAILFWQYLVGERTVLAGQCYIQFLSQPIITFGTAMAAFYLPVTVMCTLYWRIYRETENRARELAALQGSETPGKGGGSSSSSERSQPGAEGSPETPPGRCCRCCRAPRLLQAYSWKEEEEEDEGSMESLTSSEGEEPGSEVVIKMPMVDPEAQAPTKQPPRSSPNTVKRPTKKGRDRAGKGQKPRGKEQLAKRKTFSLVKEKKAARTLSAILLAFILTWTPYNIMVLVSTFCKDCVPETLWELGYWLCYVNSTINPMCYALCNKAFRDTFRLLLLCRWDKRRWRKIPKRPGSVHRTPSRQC
CHO-K1 Ca PAM – nonselective activator or artifact in parental CHO-K1 calcium assay; ATP EC20, Fluo-8 calcium fluorescence; 0% at ATP EC20, 100% at ATP max; activation, % at 3 µM; actives 0.02% (n = 360,000);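 active = activation above the run cutoff, the mean activation of all test compounds plus 3 SD, cut at about 40% in these data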;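 note: peak over basal fluorescence ratio in a 140 s read after ATP addition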
CHO-K1 Ca antag – counter-screen for M1 antagonists: effect in parental CHO-K1 cells. ATP-induced calcium, Fluo-8 fluorescence. inhibition, % at 3 µM. actives 0.6% (n = 360,000);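 active = inhibition above a per-plate cutoff, the plate's mean sample inhibition plus 3 SD, cut at about 24% in these data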;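 note: 0% = DMSO plus EC80 ATP and 100% = DMSO alone without ATP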
TAAR1 antag – antagonists of human TAAR1. inhibition, % at 3 µM. CHO RD-HGA16 TAAR1, Fluo-8 calcium fluorescence, antagonist. actives 1.5% (n = 360,000);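 active = inhibition above a per-plate cutoff, the mean inhibition of test compounds on that plate plus 3 SD, cut at about 49% in these data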;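 note: 0% = DMSO plus EC80 beta-PEA response and 100% = DMSO alone without agonist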
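Material: RD-HGA16 CHO cells with stable hTAAR1 and Gα16; Dosing: single nominal final test compound concentration of 3 µM; Schedule: seeding 17-24 h prior, 75-min 37 °C, 30-min RT dye loading; Detection: kinetic Fluo-8 calcium fluorescence measurement; Measure: % inhibition from peak post-agonist over basal fluorescence ratio; Benchmarks: vehicle and agonist controls.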
CHRM1 agonist – human M1 muscarinic receptor agonism; CHO-K1 hM1, Fluo-8 calcium fluorescence, agonist mode; 0% DMSO, 100% acetylcholine EC100; activation, % at 3 µM; actives 0.33% (n = 360,000); AID 588814;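 active = activation above the run's mean compound activation plus 3 SD, cut at about 16% in these data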;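 note: peak over basal fluorescence ratio within a 140 s kinetic read after compound addition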
CHO parental Ca – counter-screen: ATP calcium response change in parental CHO cells | parental CHO-K1, ATP-induced calcium, Fluo-8 fluorescence | inhibition, % at 5.6 µM | actives 0.63% (n = 330,000);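 active = inhibition above that plate's mean sample inhibition plus 3 SD, cut at about 26% in these data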;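 note: 0% = ATP-challenged DMSO wells and 100% = DMSO wells without ATP; some compounds past the cut are filed as inactive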
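Material: parental CHO cells / Compound: single nominal dose of 5.6 µM per compound / Signal: Fluo-8 fluorescence / Replicates: singlicate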
CHRM1 antagonist – blocks human M1 muscarinic receptor; AID 588852; CHO-K1 hM1, Fluo-8 calcium fluorescence, ACh EC80 antagonist; inhibition, % at 3 µM; actives 1.3% (n = 360,000);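 active = percent inhibition above its own plate's cutoff, namely the mean of that plate's compound wells plus 3 SD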;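 note: peak over basal fluorescence ratio during 140 s after agonist addition; 0% = ACh EC80 plus DMSO and 100% = DMSO alone without agonist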
* marks the source's active call; other numbers are inactive results; & = joins results of further samples.

Screening CCOC(=O)N1CCN(C(=O)CCCn2c(=O)[nH]c3ccccc3c2=O)CC1 returned CHO-K1 Ca ag -0.1, TAAR1 agonist -1, CHRM1 PAM 10, CHO-K1 Ca PAM 3, CHO-K1 Ca antag 4, TAAR1 antag -7, CHRM1 agonist -1, CHO parental Ca -4 and CHRM1 antagonist -3.
Screening C[C@H](CO)N1C[C@H](C)[C@@H](CN(C)S(C)(=O)=O)Oc2ccc(NC(=O)Nc3ccc4c(c3)OCO4)cc2C1=O returned CHO-K1 Ca ag 0.3, TAAR1 agonist 8, CHRM1 PAM 5, CHO-K1 Ca PAM 16, CHO-K1 Ca antag -18, TAAR1 antag -5, CHRM1 agonist -3, CHO parental Ca 2 and CHRM1 antagonist -17.
`CC(OC(=O)c1cc2sccc2n1C)C(=O)NCc1ccc(F)cc1` (stereo not given) gave CHO-K1 Ca ag 0.0, TAAR1 agonist 50*, CHRM1 PAM 2, CHO-K1 Ca PAM 7, CHO-K1 Ca antag -6, TAAR1 antag 51*, CHRM1 agonist -4, CHO parental Ca 37* and CHRM1 antagonist 2.
Screening CSCC[C@H](NC(=O)C(C)(C)Oc1ccc(Cl)cc1)c1nc2ccccc2[nH]1 returned CHO-K1 Ca ag 1.0, TAAR1 agonist 3, CHRM1 PAM 3, CHO-K1 Ca PAM 19, CHO-K1 Ca antag -10, TAAR1 antag -1, CHRM1 agonist -13, CHO parental Ca -14 and CHRM1 antagonist -1.
Screening Cc1nc(CNC(=O)CC2C(=O)NCCN2Cc2cccc(Oc3ccccc3)c2)cs1 (stereo not given) returned CHO-K1 Ca ag 1.3, TAAR1 agonist 2, CHRM1 PAM 8, CHO-K1 Ca PAM 10, CHO-K1 Ca antag -12, TAAR1 antag -13, CHRM1 agonist -9, CHO parental Ca -12 and CHRM1 antagonist -9.
For CC(N=C(NC#N)Nc1ccncc1)C(C)(C)C (stereo not given) the results were CHO-K1 Ca ag 0.7&0.8, TAAR1 agonist 4&1, CHRM1 PAM 10&6, CHO-K1 Ca PAM 4&24, CHO-K1 Ca antag -4&-7, TAAR1 antag 5&5, CHRM1 agonist 2&-3, CHO parental Ca 3&-18 and CHRM1 antagonist -40&-27.
Screening COC(=O)c1nn(-c2c(C)n(C)n(-c3ccccc3)c2=O)cc1O returned CHO-K1 Ca ag 1.2, TAAR1 agonist 12, CHRM1 PAM 12, CHO-K1 Ca PAM 21, CHO-K1 Ca antag -16, TAAR1 antag -10, CHRM1 agonist -5, CHO parental Ca 10 and CHRM1 antagonist -13.
For CCCCNCCOCCOc1ccccc1-c1ccccc1 the results were CHO-K1 Ca ag 3.3, TAAR1 agonist 3, CHRM1 PAM -6, CHO-K1 Ca PAM 21, CHO-K1 Ca antag -11, TAAR1 antag 15, CHRM1 agonist -10, CHO parental Ca -8 and CHRM1 antagonist 1.
For Cc1ccc(C)c(NC(=O)CCc2nnc3ccc(N4CCCC4)nn23)c1 the results were CHO-K1 Ca ag 3.2, TAAR1 agonist 1, CHRM1 PAM 5, CHO-K1 Ca PAM 16, CHO-K1 Ca antag -12, TAAR1 antag -20, CHRM1 agonist -3, CHO parental Ca -16 and CHRM1 antagonist -9.
`CCN1C(=O)/C(=C\c2cccc(OC(=O)c3ccco3)c2)SC1=S` gave CHO-K1 Ca ag 0.9, TAAR1 agonist -1, CHRM1 PAM 13, CHO-K1 Ca PAM 11, CHO-K1 Ca antag -15, TAAR1 antag -6, CHRM1 agonist -4, CHO parental Ca -6 and CHRM1 antagonist -10.
For C#CCOCCOCCOCCNc1nc(N2CCN(C(=O)C(Cc3cc4ccccc4[nH]3)n3cc(C(N)Cc4ccc(O)cc4)nn3)CC2)nc(N2CCN(C(=O)C(CCC(=O)O)n3cc(C(N)C(C)CC)nn3)CC2)n1 (stereo not given) the results were CHO-K1 Ca ag -0.1, TAAR1 agonist 12, CHRM1 PAM -3, CHO-K1 Ca PAM -16, CHO-K1 Ca antag 5, TAAR1 antag 12, CHRM1 agonist -3, CHO parental Ca -8 and CHRM1 antagonist 11.
Screening CCCCNC(=O)CN1CCN(Cc2ccc3cc(OC)ccc3c2)CC1 returned CHO-K1 Ca ag 4.1, TAAR1 agonist -1, CHRM1 PAM -16, CHO-K1 Ca PAM -5, CHO-K1 Ca antag 3, TAAR1 antag 2, CHRM1 agonist -10, CHO parental Ca -6 and CHRM1 antagonist 18.
For CCCCNC(=O)C1c2ccccc2OCC(=O)N1CCc1ccc(OC)c(OC)c1 (stereo not given) the results were CHO-K1 Ca ag 0.4, TAAR1 agonist 1, CHO-K1 Ca PAM 7, CHO-K1 Ca antag -6 and TAAR1 antag 6.
For Cc1c(C(=O)NCc2ccc3c(c2)OCO3)sc2nc(-c3ccc(F)cc3)cn12 the results were CHO-K1 Ca ag 0.7, TAAR1 agonist 0, CHRM1 PAM 6, CHO-K1 Ca PAM 22, CHO-K1 Ca antag -7, TAAR1 antag -3, CHRM1 agonist 0, CHO parental Ca -3 and CHRM1 antagonist -12.
For Cc1cc(C)nc(Nc2ccccc2F)n1 the results were CHO-K1 Ca ag 0.2, TAAR1 agonist 2, CHRM1 PAM 6, CHO-K1 Ca PAM 14, CHO-K1 Ca antag -6, TAAR1 antag 5, CHRM1 agonist -4, CHO parental Ca -12 and CHRM1 antagonist -11.
For Cc1ccc(C)c(CN2CCC(CNC(=O)Nc3ccc(Cl)cc3)CC2)c1 the results were CHO-K1 Ca ag 4.4, TAAR1 agonist 11, CHRM1 PAM 3, CHO-K1 Ca PAM -2, CHO-K1 Ca antag -2, TAAR1 antag 8, CHRM1 agonist -2, CHO parental Ca 8 and CHRM1 antagonist -7.
For Fc1cccc(Cl)c1CSc1ccc(-c2cccnc2)nn1 the results were CHO-K1 Ca ag -0.2, TAAR1 agonist -2, CHRM1 PAM 1, CHO-K1 Ca PAM 7, CHO-K1 Ca antag -10, TAAR1 antag -33, CHRM1 agonist -6, CHO parental Ca 9 and CHRM1 antagonist -5.
Screening O=C(Cc1cccs1)NCCSc1c(-c2ccc(Cl)cc2)[nH]c2ccccc12 returned CHO-K1 Ca ag 1.6, TAAR1 agonist 1, CHRM1 PAM -6, CHO-K1 Ca PAM 9, CHO-K1 Ca antag 4, TAAR1 antag 49*, CHRM1 agonist -5, CHO parental Ca -3 and CHRM1 antagonist 14.
For COc1ccc(N2CC(C(=O)NC3CCCCC3)CC2=O)cc1 (stereo not given) the results were CHO-K1 Ca ag -0.2, TAAR1 agonist 0, CHRM1 PAM 7, CHO-K1 Ca PAM 2, CHO-K1 Ca antag -17, TAAR1 antag 1, CHRM1 agonist -4, CHO parental Ca -6 and CHRM1 antagonist -2.
COc1ccccc1NC(=O)CSc1nnc2ccccn12 was read as CHO-K1 Ca ag 0.1, TAAR1 agonist 2, CHRM1 PAM 25*, CHO-K1 Ca PAM 11, CHO-K1 Ca antag -13, TAAR1 antag -1, CHRM1 agonist 6, CHO parental Ca -3 and CHRM1 antagonist -12.
For COc1ccc(OC)c(C2C(C(=O)c3ccc(C)o3)=C(O)C(=O)N2c2cc(C)on2)c1 (stereo not given) the results were CHO-K1 Ca ag -0.2, TAAR1 agonist 1, CHRM1 PAM 4, CHO-K1 Ca PAM -21, CHO-K1 Ca antag 7, TAAR1 antag -3, CHRM1 agonist -2, CHO parental Ca 0 and CHRM1 antagonist 9.
`O=C(N/N=C\c1ccc(CNS(=O)(=O)c2ccccc2)o1)C(=O)Nc1ccc(F)cc1` gave CHO-K1 Ca ag 4.2, TAAR1 agonist 6, CHRM1 PAM -11, CHO-K1 Ca PAM 18, CHO-K1 Ca antag -10, TAAR1 antag 36, CHRM1 agonist -1, CHO parental Ca -6 and CHRM1 antagonist 6.
Screening Cn1c2c(c(=O)n(C)c1=O)C(c1ccc(Br)cc1)Nc1ccccc1O2 (stereo not given) returned CHO-K1 Ca ag 1.2, TAAR1 agonist 7, CHRM1 PAM 4, CHO-K1 Ca PAM 22, CHO-K1 Ca antag -18, TAAR1 antag 9, CHRM1 agonist -6, CHO parental Ca -11 and CHRM1 antagonist -5.
`CCOC(=O)c1c(C)[nH]c(C(=O)COC(=O)CNC(=O)c2ccc(Cl)cc2Cl)c1C` gave CHO-K1 Ca ag -0.1, TAAR1 agonist 6, CHRM1 PAM 5, CHO-K1 Ca PAM 17, CHO-K1 Ca antag -3, TAAR1 antag 0, CHRM1 agonist -7, CHO parental Ca -5 and CHRM1 antagonist 0.

Compounds listed so far containing two or more sulfur atoms:
`CCN1C(=O)/C(=C\c2cccc(OC(=O)c3ccco3)c2)SC1=S` gave CHO-K1 Ca ag 0.9, TAAR1 agonist -1, CHRM1 PAM 13, CHO-K1 Ca PAM 11, CHO-K1 Ca antag -15, TAAR1 antag -6, CHRM1 agonist -4, CHO parental Ca -6 and CHRM1 antagonist -10.
Screening O=C(Cc1cccs1)NCCSc1c(-c2ccc(Cl)cc2)[nH]c2ccccc12 returned CHO-K1 Ca ag 1.6, TAAR1 agonist 1, CHRM1 PAM -6, CHO-K1 Ca PAM 9, CHO-K1 Ca antag 4, TAAR1 antag 49*, CHRM1 agonist -5, CHO parental Ca -3 and CHRM1 antagonist 14.

Continuation:
CCc1cc2c(NCCO)ncnc2s1 was read as CHO-K1 Ca ag 0.3, TAAR1 agonist 1, CHRM1 PAM 8, CHO-K1 Ca PAM 14, CHO-K1 Ca antag -13, TAAR1 antag 3, CHRM1 agonist -3, CHO parental Ca -7 and CHRM1 antagonist -6.
COc1ccc(/C=C2\SC(=O)N(CCNC(=O)CN3C(=O)NC4(CCCC4)C3=O)C2=O)cc1 was read as CHO-K1 Ca ag 0.5, TAAR1 agonist 0, CHRM1 PAM -3, CHO-K1 Ca PAM -17, CHO-K1 Ca antag -15, TAAR1 antag 1, CHRM1 agonist -3, CHO parental Ca -6 and CHRM1 antagonist 11.
`Cc1ccc(NC(=O)CSc2nnc(Cn3cnc4ccccc43)o2)cc1` gave CHO-K1 Ca ag 0.5, TAAR1 agonist 14, CHRM1 PAM 3, CHO-K1 Ca PAM -4, CHO-K1 Ca antag -5, TAAR1 antag 3, CHRM1 agonist 0, CHO parental Ca -8 and CHRM1 antagonist -4.
For COc1cc(NC(=O)C2CCCCC2)c(OC)cc1NC(=O)c1ccccc1 the results were CHO-K1 Ca ag 0.7, TAAR1 agonist 0, CHRM1 PAM 2, CHO-K1 Ca PAM -15, CHO-K1 Ca antag -15, TAAR1 antag -2, CHRM1 agonist -1, CHO parental Ca -11 and CHRM1 antagonist -9.

Two records drawn at random from the list so far, as already listed:
CCc1cc2c(NCCO)ncnc2s1 was read as CHO-K1 Ca ag 0.3, TAAR1 agonist 1, CHRM1 PAM 8, CHO-K1 Ca PAM 14, CHO-K1 Ca antag -13, TAAR1 antag 3, CHRM1 agonist -3, CHO parental Ca -7 and CHRM1 antagonist -6.
COc1ccc(/C=C2\SC(=O)N(CCNC(=O)CN3C(=O)NC4(CCCC4)C3=O)C2=O)cc1 was read as CHO-K1 Ca ag 0.5, TAAR1 agonist 0, CHRM1 PAM -3, CHO-K1 Ca PAM -17, CHO-K1 Ca antag -15, TAAR1 antag 1, CHRM1 agonist -3, CHO parental Ca -6 and CHRM1 antagonist 11.
